TDP1 cell CPT = qHTS for Inhibitors of human tyrosyl-DNA phosphodiesterase 1 (TDP1): qHTS in cells in presence of CPT | chicken DT40 Tdp1-/-;hTDP1 cells + 20 nM CPT, ATP luminescence, 48 h | Potency, µM (top dose mostly 46.2 µM), for the others: at the top dose activity change, negative = growth inhibition, usual class: inhibitors | 420,000 compounds, 12% hits; also: nearly all actives have a fitted effect of over 55% in size
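Chicken DT40 Tdp1-/- cells complemented with human TDP1, 400 cells/well, exposed to compounds plus 20 nM camptothecin for at least 48 h at 37 C; viability read as ATP content by CellTiter-Glo luminescence.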
TDP1 inh = qHTS Assay for Inhibitors of Tyrosyl-DNA Phosphodiesterase (TDP1); recombinant TDP1, AlphaScreen DNA substrate cleavage; Potency, µM (titrated, usually from 130 µM), without a hit: at the top dose activity change, negative = inhibition, actives largely listed as inhibitors; Tyrosyl-DNA phosphodiesterase 1 (Homo sapiens), Q9NUW8; 350,000 compounds, 0.28% hits; also: nearly all actives have a fitted effect of over 40% in size
Target sequence (Q9NUW8 whole entry, looked up): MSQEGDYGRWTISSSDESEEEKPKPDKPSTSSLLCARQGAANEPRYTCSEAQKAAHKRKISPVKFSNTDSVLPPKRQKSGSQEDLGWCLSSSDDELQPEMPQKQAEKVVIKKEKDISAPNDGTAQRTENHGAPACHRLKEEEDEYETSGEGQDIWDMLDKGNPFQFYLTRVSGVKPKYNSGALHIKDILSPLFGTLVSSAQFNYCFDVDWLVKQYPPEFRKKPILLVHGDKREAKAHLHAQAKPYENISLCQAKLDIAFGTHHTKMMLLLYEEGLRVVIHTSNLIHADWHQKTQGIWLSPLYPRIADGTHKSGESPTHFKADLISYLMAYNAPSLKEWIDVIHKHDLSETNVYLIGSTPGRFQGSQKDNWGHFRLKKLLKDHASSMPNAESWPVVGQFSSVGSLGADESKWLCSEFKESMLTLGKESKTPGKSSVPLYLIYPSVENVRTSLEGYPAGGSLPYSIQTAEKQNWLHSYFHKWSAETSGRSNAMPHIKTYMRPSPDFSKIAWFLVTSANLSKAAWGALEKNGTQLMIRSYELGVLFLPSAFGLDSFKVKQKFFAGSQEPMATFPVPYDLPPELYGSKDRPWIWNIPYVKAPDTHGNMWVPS
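Here, a 5' biotin and 3' phosphotyrosine-FITC DNA oligonucleotide reports Tdp1 activity: intact substrate bridges AlphaScreen beads, while cleavage leaves a 3' phosphate and drops signal. All incubations at room temperature.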
TDP1 cell noCPT = qHTS for Inhibitors of human tyrosyl-DNA phosphodiesterase 1 (TDP1): qHTS in cells in absence of CPT | DT40 Tdp1-/- hTDP1 cells, no CPT, ATP luminescence, 48 h | Potency, µM (highest dose often 46.2 µM), for inactives: top-dose activity change, negative = growth inhibition, hits mostly inhibitors | 420,000 compounds, 15% hits; also: nearly all actives have a fitted effect of over 55% in size
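Chicken DT40 Tdp1-/- cells complemented with human TDP1, screened without camptothecin (DMSO vehicle only), 400 cells/well. Compounds pin-transferred, cells incubated at 37 °C for at least 48 hr. Growth read as ATP-dependent luminescence (CellTiter-Glo, 30 min at RT).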
Active calls of the source: *; ? = inconclusive; . = not tested or not shown; [ ] = another dose, or the depositor's remark. Calls follow the shape of the dose curve; as a rule, active = well fitted curve in the direction sought with a large enough effect; inconclusive = small, poorly fitted or top-dose-only effect, or another doubt; inactive = no such curve, though single readings can be large; an effect the other way counts as inactive or inconclusive. % is scaled to controls: 0 for no effect and ±100 for the full control effect; potency is read from the fitted curve at half-maximal effect.

Below each compound – TDP1 cell noCPT, TDP1 cell CPT, TDP1 inh
NC(=O)C1CCN(C(=O)c2cc(S(=O)(=O)N3CCN(c4ccccc4)CC3)ccc2Cl)CC1
→ 6.5µM*, 10µM*, .
CC1CCCCN1Cc1nc2c(c(=O)n(C)c(=O)n2C)n1Cc1ccc(Br)cc1 (centres undefined)
→ -19%, -18%, -2%
O=C(c1ccccc1)c1ccc(OCC(O)CNCc2ccc(F)cc2)cc1 (centres undefined)
→ -25%, -2%, .
CC1CCc2c(sc3nc(C4CC4)nc(N4CCN(C(=O)c5ccco5)CC4)c23)C1 (centres undefined)
→ ?, ?, .
O=C(Nc1cc(C(F)(F)F)ccc1Cl)c1cc(C2CC2)on1
→ -2%, -11%, 0%[56.1 µM]
Cc1cccc(NC(=O)NNC(=O)COc2ccc3ccccc3c2)c1
→ 16%, -2%, -3%
CC1CCN(C(=O)CSc2nc(N)c(NC(=O)c3ccccc3)c(=O)[nH]2)CC1
→ -2%, 0%, 3%
Cc1cc(Nc2ccccc2)n(C(=O)c2ccc(N)cc2)n1
→ -5%, 3%, 10%
O=C(CSCCO)Nc1cccc(C(F)(F)F)c1
→ -14%, -9%, 2%
CCCNC(=O)c1cc(OC)c(OC)cc1[N+](=O)[O-]
→ 3%, 1%, -2%
CC(C)(C)c1ccc(OCc2ccc(C(=O)NCc3cccnc3)o2)cc1
→ 8.2µM*, 21µM*, -6%
CCC(=O)N1CCN(c2c(Cl)cccc2[N+](=O)[O-])CC1
→ ?, ?, 0%
COc1ccc2[nH]c(=O)c(CN(Cc3nnnn3Cc3ccc(F)cc3)CC3CCCO3)cc2c1 (centres undefined)
→ ?, ?, -1%
CC1Cc2ccccc2N1C(=O)Cn1cc([N+](=O)[O-])cn1 (centres undefined)
→ -20%, -6%, 0%
COC(=O)c1cc(O)c(OCc2ccccc2)c(O)c1
→ -26%, -22%, 1%
COc1ccc(CC(=O)Nc2nc(OCCN3CCCC3=O)cnc2-c2cccc(C(F)(F)F)c2)cc1
→ -21%, -12%, .
O=C(NS(=O)(=O)Oc1cccc(F)c1)OC[C@@H]1CCCN2CCCCC12 (some centres undefined)
→ 3%, 1%, 8%
COc1ccc(NC(=O)C2=CC=CN3CCS(=O)(=O)N=C23)c(OC)c1
→ -20%, 15%, 0%
COc1cccc(CN(C)CC(O)COC(c2ccccc2)c2ccccc2C)c1 (centres undefined)
→ 16µM*, 21µM*, .
CCOc1ccc2oc(C(=O)NNC(=O)c3csc(N4CCOCC4)n3)c(C)c2c1
→ -20%, -9%, 4%
Cc1nnc(SCC(=O)NC(=O)NC(C)(C)C)n1N
→ ?, ?, -2%
CC(C)(C)c1ccc(Cn2nnc3c(=O)[nH]c(C4CCN(C(=O)c5ccco5)CC4)nc32)cc1
→ ?, -20%, 8%
CCOC(=O)N1CN(C(=O)OCC)CN(C(=O)OCC)C1
→ -1%, 10%, 5%
N#CCC(=O)N1CCCCCC1
→ -10%, 22%, 1%
CCOc1ccc(S(=O)(=O)N2CCCC(C(=O)N3CCC(C(N)=O)CC3)C2)cc1Cl (centres undefined)
→ ?, ?, .
COc1cccc(N2CCN(C(=O)c3ccc(CS(=O)c4ccccc4Cl)o3)CC2)c1 (centres undefined)
→ 0.0052µM*, 0.029µM*, 10%
Nc1ccc(NC(=O)c2ccco2)c(Cl)c1
→ -6%, -2%, -2%
COc1ccc(C(C(=O)NC2CCCCC2)N2CCC3(CC2)OCCO3)cc1 (centres undefined)
→ 3%, 2%, 3%
Cc1nnc2c(Oc3ccccc3)nc3ccccc3n12
→ 1%, -3%, 2%
O=C(c1cccc(Cl)c1)N1CCN(c2ncnc3c2cnn3-c2ccccc2)CC1
→ -4%, 20%, -5%
CC(=O)c1c(NCCc2ccccc2)nc(=S)n(-c2ccccc2)c1C
→ 18µM*, 21µM*, 1%
CCOC(=O)CSc1nc2ccc(NC(=O)COc3ccccc3)cc2s1
→ -19%, ?, -3%
Cc1nc2ccccc2c(=O)n1/N=C/c1ccc(C(C)C)cc1
→ ?, ?, .
CC(C)(C)C(=O)N1CCc2cc(-c3csc(N)n3)ccc21
→ ?, ?, 0%
C=C(C)COc1ccc2c(CC)cc(=O)oc2c1C
→ ?, -10%, 2%
CCOc1ccc(N2C(=O)CNC2=S)cc1
→ 2%, 7%, 5%
N/C(Cc1ccc(Cl)cc1)=N\OC(=O)C1CCCCC1
→ -17%, -25%, 6%
CCc1cnc2c(c1SCc1ccccc1C)c(=O)n(C)c(=O)n2C
→ ?, -25%, 5%
Cc1ccc(NC(=O)CSc2nccn2C)cc1F
→ 11%, 6%, 2%
O=C(c1cccc(-c2ccco2)c1)N1CCCC(N2CCN(c3ccc(F)cc3)CC2)C1 (centres undefined)
→ ?, ?, 10%
O=C(CSc1nc2c(c(=O)[nH]1)CN(Cc1ccc3c(c1)OCO3)CC2)Nc1ccc(F)c(F)c1
→ ?, ?, 11%
O=[N+]([O-])/C=C/c1cn(Cc2ccccc2)c2ccccc12
→ 12µM*, 18µM*, 6%
CC1CCCC(NC(=O)CN2C(=O)NC(C)(c3ccccc3)C2=O)C1C (centres undefined)
→ -11%, -6%, -4%
CCOC(=O)N1CCC(NC(=O)CSCc2nc(-c3cccc(OC)c3)oc2C)CC1
→ ?, -16%, 5%
CC(=O)c1ccc2ccccc2c1OC(=O)c1ccncc1
→ 26µM*, ?, .
O=C(CSCc1ccc(Cl)cc1)NCCSCc1ccco1
→ ?, -13%, 3%
COc1ccc(C(=O)NCCc2c[nH]c3ccccc23)cc1
→ -18%, ?, 2%
O=C(CNC(=O)Cc1ccc(Cl)cc1)NCc1ccco1
→ 1%, 8%, -5%
Cc1cc(NS(=O)(=O)c2ccc(NC(=O)/C=C/c3ccccc3Cl)cc2)no1
→ ?, -19%, 7%
Cc1nc2nc(C)c(NS(=O)(=O)c3ccc4c(c3)CCCC4)c(=O)n2[nH]1
→ 2%, 6%, 11%
Cc1ccccc1OCC(=O)Nc1ccc2nc(SCC(=O)N(C)c3ccccc3)sc2c1
→ 10µM*, 18µM*, 3%
Cc1ccc(NNC(=O)Nc2ccc(Cl)cc2)nn1
→ ?, 21µM*, .
O=S(=O)(NCc1c(Cl)cccc1Oc1ccccc1)c1ccc(F)cc1
→ ?, ?, -10%
Cc1ccc(-c2cc(C(=O)N/N=C/c3ccco3)n[nH]2)s1
→ ?, -26%, 2%
CCCC1CC(C(=O)N[C@H](C(C)O)C2OC(SC)[C@@H](O)C(O)C2O)N(C)C1 (some centres undefined)
→ -5%, -4%, 10%[56.1 µM]
COc1cccc(CN2CCN(Cc3cccc4c3OCO4)CC2CCO)c1 (centres undefined)
→ ?, -16%, 6%
O=C(NCc1ccc(Cl)nc1)c1csc(COCCO)n1
→ 0%, 1%, .
CCn1c(CCn2ccnc2C)n[nH]c1=S
→ 8%, 7%, -3%
CC1(C)CCC(=O)N2CC[C@H]3c4cc5ccccc5nc4C[C@@H]1[C@H]32
→ -10%, -7%, .
C[C@@H]1CN([C@H](C)CO)C(=O)c2cccc(NC(=O)c3ccncc3)c2O[C@@H]1CN(C)Cc1ccc(C(=O)O)cc1
→ 0%, 5%, 4%

Just TDP1 inh (6 entries from above):
smiles	TDP1 inh
Cc1ccc(NC(=O)CSc2nccn2C)cc1F	2%
O=C(c1cccc(-c2ccco2)c1)N1CCCC(N2CCN(c3ccc(F)cc3)CC2)C1 (centres undefined)	10%
O=C(CSc1nc2c(c(=O)[nH]1)CN(Cc1ccc3c(c1)OCO3)CC2)Nc1ccc(F)c(F)c1	11%
O=[N+]([O-])/C=C/c1cn(Cc2ccccc2)c2ccccc12	6%
CC1CCCC(NC(=O)CN2C(=O)NC(C)(c3ccccc3)C2=O)C1C (centres undefined)	-4%
CCOC(=O)N1CCC(NC(=O)CSCc2nc(-c3cccc(OC)c3)oc2C)CC1	5%

Additional results.
Below each compound – TDP1 cell noCPT, TDP1 cell CPT, TDP1 inh
O=[N+]([O-])c1ccccc1N=NNc1ccccc1
→ -8%, -27%, .
COc1ccc(CNC(=O)CC2C[C@H](C(=O)N3CCOCC3)[C@@]3(CCC4CCCC4)c4[nH]c5ccccc5c4CCN3C2=O)cc1OC (some centres undefined)
→ 23µM*, ?, 3%
COc1ccccc1NC(=O)Nc1ccnn1C1CCN(C(=O)c2cscn2)CC1
→ -15%, 1%, 5%
CC(C)C(NC(=O)c1ccc(Cl)cc1)C(=O)NC1=NCCS1 (centres undefined)
→ -15%, -13%, 8%
COc1ccc(-n2c(=S)[nH]c3cc(C(=O)N4CCN(c5ccccc5)CC4)ccc3c2=O)c(OC)c1
→ -29%, -16%, 3%
COc1ccc(C(CC(=O)c2ccc(O)cc2)S(=O)(=O)c2ccc(C)cc2)cc1 (centres undefined)
→ ?, -7%, 7%
CCc1ccc(/C=C/C(=O)C2C(=O)c3ccccc3C2=O)cc1
→ ?, ?, 8%
Cc1ccc(C)c(N2CCN(c3c(CN4CCCC4)c(=O)oc4ccccc34)CC2)c1
→ 26µM*, 21µM*, -2%
CC(=O)N1CCCC1c1nc2ccccc2n1Cc1ccccc1Cl (centres undefined)
→ 18µM*, ?, 3%
COc1ccc2cc3c(N)nn(C(=O)c4ccc(Cl)c([N+](=O)[O-])c4)c3nc2c1
→ ?, ?, -3%
COC(=O)c1c(C)nsc1NC(=O)Oc1ccccc1
→ -9%, 22%, 6%
N#Cc1c(N2CCOCC2)nc(-c2ccco2)c2c1CCCC2
→ ?, ?, .
O=C1[C@@H](c2ccccc2)CC[C@@H]2C=CC[C@H]3CCN1[C@@H]32
→ 16µM*, ?, .
CCN(CC)C(=O)Cn1cc(C(=O)C(=O)N2CCN(c3ccccc3)CC2)c2ccccc21
→ 0%, -11%, 2%
CC(C)=CCN1CCN(Cc2cccc3nccnc23)CC1CCO (centres undefined)
→ -3%, -8%, .
Cc1sc2ncn(CCC(=O)O)c(=O)c2c1C
→ 12%, -12%, -1%
CCc1ccc(OCC(=O)Nc2ccc3c(c2)c2ccccc2n3CC)cc1
→ -27%, ?, 6%
COC(=O)c1c(NC(=O)/C=C/c2ccco2)sc2c1CCC2
→ ?, -24%, -5%
CCc1ccccc1NC(=O)NC1CCCCC1
→ -2%, -4%, -7%
Cc1ccc2nc(NC(=O)c3ccc4ncsc4c3)sc2c1
→ ?, ?, .
CC(C)c1ccc(C(=O)N2CCN(c3cnn(C)c(=O)c3Cl)CC2)cc1
→ -28%, -29%, 12%
COC(=O)C1=C(C)N(C)C(=S)NC1c1ccc(Cl)cc1 (centres undefined)
→ -8%, -2%, 6%
CC1(C)CC2CC(C)(CN2Cc2cccc([N+](=O)[O-])c2)C1 (centres undefined)
→ 2%, -25%, .
CC1CCCCN1C(=O)CSCC(=O)Nc1nc(-c2cccs2)cs1 (centres undefined)
→ -22%, 0%, 3%
Cc1cc(-c2nnc(SCC(=O)N3C(C)CCCC3C)o2)no1 (centres undefined)
→ -8%, -22%, -5%
CC(C)CNC(=O)NC(=O)COC(=O)c1cccc(NS(=O)(=O)c2ccc(F)c(F)c2)c1
→ ?, -27%, 3%
CCCCOP(=O)(OCCCC)C1(NS(=O)(=O)c2ccccc2)C=CC(=O)c2ccccc21 (centres undefined)
→ 23µM*, 16µM*, 11%
c1ccc(N2CCOCC2)c(Nc2nc3ccccc3n3cnnc23)c1
→ 16µM*, 21µM*, 3%
CC(OC(=O)CCOc1ccccc1)C(=O)Nc1ccc(Cl)cn1 (centres undefined)
→ -2%, -1%, -5%
CC(C)(CO)NCc1ccc(Br)cc1
→ ?, 21µM*, 5%
CCOc1ccc(/C=N/Nc2nc(=O)[nH]nc2C)cc1OC
→ 8%, 1%, 3%
O=C(CN1C(=O)CCC1=O)c1ccc(-c2ccccc2)cc1
→ -25%, -10%, -3%
CC(C)c1ccc(N2C(=NC(=O)C3CCCO3)SC3CS(=O)(=O)CC32)cc1 (centres undefined)
→ 6%, 2%, 4%
COc1ccc(S(=O)(=O)N(C)CC(=O)NCc2ccco2)cc1OC
→ -10%, -4%, .
CCOc1ccccc1NC(=O)COC(=O)C1CCC(=O)N1 (centres undefined)
→ -11%, 3%, 2%

Compounds above that contain a cyano group (2):
Below each compound – TDP1 cell noCPT, TDP1 cell CPT, TDP1 inh
N#CCC(=O)N1CCCCCC1
→ -10%, 22%, 1%
N#Cc1c(N2CCOCC2)nc(-c2ccco2)c2c1CCCC2
→ ?, ?, .

As entered above:
In TDP1 inh, COc1ccc(NC(=O)C2=CC=CN3CCS(=O)(=O)N=C23)c(OC)c1 shows 0%
In TDP1 cell noCPT, COc1ccc(C(=O)NCCc2c[nH]c3ccccc23)cc1 shows -18%
In TDP1 cell CPT, CC1CCCCN1C(=O)CSCC(=O)Nc1nc(-c2cccs2)cs1 (centres undefined) shows 0%

Compounds were not picked by outcome; 18% or so of the library scored in one or more.
